Screening results as filed in PubChem.
PKM2 activator: PKM2 (human) enzyme activation; AID 1631; 260,000 tested, 0.34% active; purified PKM2, Kinase-Glo ATP luminescence, activation; response scale: 0% is enzyme alone, no compound; Potency, µM (top dose mostly 57.5 µM), inactives show top-dose activation, hits mostly activators; also: potency is read from the fitted curve at half-maximal effect; nearly all actives have a fitted effect of over 55% in size
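Purified hPK-M2 (>95%) run at intermediate activity with 0.1 mM ADP and 0.5 mM PEP in 50 mM imidazole pH 7.2, KCl, MgCl2; 1 h room temperature. ATP formed read by Kinase-Glo luminescence; normalized to uninhibited and no-enzyme controls.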
BCR signal inh: blocks chronic active B-cell receptor signaling; ABC-DLBCL IkBa-CBG/CBR reporter, luminescence ratio, 4 h; Potency, µM (highest dose often 46.1 µM), inactives show at the highest dose ratio change, negative = lower green/red ratio, actives largely listed as inhibitors; 340,000 tested, 0.05% active; active = well fitted inhibition curve with a large enough effect in the signal ratio, with a control signal flat, not every such curve was filed as active; inconclusive = small, poorly fitted or top-dose-only effect, or effect the other way, or a change in a side signal; the % refers to the signal ratio;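 also: potency is read from the fitted curve at half-maximal effect; plate controls were basal doxycycline-induced cells for no effect and cells given 10 µM MG132 for full effect; MG132 reads +100%, hits lower the ratio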
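Concentration-response series (up to 46 uM) were applied to TMD8 dual-reporter cells for 4 h at 37C with doxycycline. Green/red ratio, after filter-overlap correction, defined %Activity; red signal alone was normalised to basal cells and zero luminescence.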
hERG WT inh: inhibitors of human wildtype KCNH2 potassium channel; Q12809; U2OS, BacMam KCNH2, thallium flux FluxOr; hits give low values; activity change, % at 1.84 µM; 340,000 tested, 0.37% active;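 active = maximum activity change below -70%; inconclusive = maximum activity change between -70% and -50%; inactive = maximum activity change above -50%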
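U2OS cells were transduced with wild-type KCNH2 virus (2.03 x 10^8 / mL) for 4 h at room temperature, then cultured overnight at 37 C. Thallium flux was read with FluxOr dye. Rate constants were normalized to DMSO controls.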
GALK inh: inhibitors of human galactokinase; 270,000 tested, 0.007% active; P51570; Potency, µM (doses to about 57.5 µM), without a hit: top-dose activity change, negative = inhibition, actives largely listed as inhibitors; AID 1868; Purified GALK, Kinase-Glo residual ATP luminescence; also: potency is read from the fitted curve at half-maximal effect
Target sequence (P51570 whole entry, looked up): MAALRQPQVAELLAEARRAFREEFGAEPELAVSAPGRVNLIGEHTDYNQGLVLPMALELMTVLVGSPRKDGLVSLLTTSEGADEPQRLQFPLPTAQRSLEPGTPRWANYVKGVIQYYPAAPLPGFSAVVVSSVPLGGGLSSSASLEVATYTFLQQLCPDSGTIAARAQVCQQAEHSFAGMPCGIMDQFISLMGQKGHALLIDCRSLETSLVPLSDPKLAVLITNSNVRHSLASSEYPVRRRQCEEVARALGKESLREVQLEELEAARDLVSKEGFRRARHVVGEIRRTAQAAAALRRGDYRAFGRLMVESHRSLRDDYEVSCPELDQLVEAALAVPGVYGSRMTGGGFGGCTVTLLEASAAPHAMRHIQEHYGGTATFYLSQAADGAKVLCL
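Quantitative HTS: GALK 5 nM, ATP 35 uM, galactose 100 uM, 1 h room temperature, then luciferase-based ATP detection.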
B2AR arrestin: agonists driving beta-arrestin recruitment to human beta2-adrenergic receptor | beta-arrestin recruitment to beta2AR, cell-based reporter | Potency, µM (series often up to 46.1 µM), for the others: at the highest dose activation, usual class: activators | 330,000 tested, 0.02% active | AID 492947;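 also: potency is read from the fitted curve at half-maximal effect; 0% = DMSO controls and full agonism = EC100 isoproterenol or metaproterenol; nearly all actives have a fitted effect of over 65% in size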
Target sequence (P07550 whole entry, looked up): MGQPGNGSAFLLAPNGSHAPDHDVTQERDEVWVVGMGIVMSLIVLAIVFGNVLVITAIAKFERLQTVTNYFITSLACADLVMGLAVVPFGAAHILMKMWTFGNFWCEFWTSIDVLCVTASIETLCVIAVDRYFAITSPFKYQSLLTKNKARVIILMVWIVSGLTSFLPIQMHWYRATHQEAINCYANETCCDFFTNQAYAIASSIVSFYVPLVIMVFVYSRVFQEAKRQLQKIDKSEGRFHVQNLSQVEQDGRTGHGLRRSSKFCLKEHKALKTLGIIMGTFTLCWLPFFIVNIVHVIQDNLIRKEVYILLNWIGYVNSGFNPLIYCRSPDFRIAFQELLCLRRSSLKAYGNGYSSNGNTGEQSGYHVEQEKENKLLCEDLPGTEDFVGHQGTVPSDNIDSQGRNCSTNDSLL
KCNH2 3.1 inh: KCNH2 3.1 (human) potassium channel inhibition. U2OS KCNH2 3.1, thallium flux FluxOr; hits give low values. activity change, % (tested at about 1.8 µM). 340,000 tested, 0.95% active. AID 720553;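 active = maximum activity change below -70%; inconclusive = maximum activity change from -70% to -50%; inactive = maximum activity change above -50%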;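 also: thallium influx rate constant from kinetic fluorescence after stimulation buffer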
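We transduce U2OS cells with the mutant 3.1 virus, culture them overnight, load FluxOr with Red40 quencher for 45 min, then add stimulation buffer and read kinetically for 2 min to derive a normalized rate constant.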
Eya2 inh: blocks the phosphatase activity of human Eya2; recombinant Eya2, OMFP fluorescence dephosphorylation (OMFP is methylfluorescein phosphate); Potency, µM (doses to about 76.9 µM), inactives show at the highest dose activity, negative = inhibition, hits mostly inhibitors; O00167; 330,000 tested, 0.006% active; also: potency is read from the fitted curve at half-maximal effect
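Eya2 protein (added as 0.2 uM solution) was preincubated with compound for 10 min at ambient temperature in 50 mM HEPES pH 7.5, 50 mM NaCl, 5 uM MgCl2, 0.05% BSA, 1 mM DTT. OMFP (added at 50 uM) then reacted 10 min; fluorescence read at 485/525 nm.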
USP2a block: inhibitors of human ubiquitin-specific protease USP2a; O75604; USP2 core, Ub-CHOP2 coupled fluorogenic reporter, 485/531; Potency, µM (top dose mostly 38.3 µM), without a hit: at the top dose activity change, negative = inhibition, hits mostly inhibitors; 330,000 tested, 0.01% active;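 also: potency is read from the fitted curve at half-maximal effect; plate controls were DMSO wells for no effect and full inhibition by NEM control for full effect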
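Deubiquitinase activity read as fluorescence (485/531 nm) after Ub-CHOP2 cleavage activates the enterokinase reporter on its substrate; USP2 core 10nM, Ub-CHOP2 and substrate 25nM each, 30min compound preincubation then 60min RT; data normalized to NEM, curves fitted.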
Coupling enz: counter-screen for Giardia aldolase inhibitors: coupling enzyme system; activity change, negative = inhibition, % at 58.2 µM, hits read low; 290,000 tested, 0.67% active; coupling enzyme system counterscreen, AmpLite Red fluorescence; in the data active = activity change below about -30%
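Coupling enzymes only (glyceraldehyde-3-phosphate) + compound, at 57.5 uM final, 10 min RT; add substrate/coupling/AmpLite Red mix, 20 min RT; fluorescence ex 525/em 598 nm. Actives flag coupling-system interference.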
Giardia kill: kills Giardia lamblia. activity change, % at 7.66 µM, hits read low. 340,000 tested, 0.15% active. Giardia lamblia trophozoite viability; in the data active = activity change below about -80%; inconclusive = between about -30% and that limit;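 also: parasites exposed to compound for two days anaerobically before the ATP read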
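Giardia trophozoites, 100 cells per well, were exposed to compounds for 48 hrs at 37 deg C under anaerobic conditions; viability was then read as ATP content by bioluminescence after 15-30 min at room temperature.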
uPA surface inh: cell surface uPA generation inhibition; cell surface uPA generation assay, qHTS; Potency, µM (highest dose often 38.3 µM), for inactives: at the highest dose activity change, negative = inhibition, usual class: inhibitors; 330,000 tested, 0.31% active; active = well fitted inhibition curve with a large enough effect; inconclusive = small, poorly fitted or top-dose-only effect; inactive = no such curve, though single readings can be large or run the other way; tested in mouse RAW 264.7 cells; also: potency is read from the fitted curve at half-maximal effect; nearly all actives have a fitted effect of over 55% in size
Starred values were filed as active, the others as inactive; [ ] = remark or other dose. Unless noted, calls follow the shape of the dose curve; as a rule, active = well fitted curve in the direction sought with a large enough effect; inconclusive = small, poorly fitted or top-dose-only effect, or another doubt; inactive = no such curve, though single readings can be large; an effect the other way counts as inactive or inconclusive. Unless noted, % is scaled to controls: 0 for no effect and ±100 for the full control effect.

Start of the listing, in advance:
For CCN1CCN(c2ccc(S(=O)(=O)N3CCCCC3)cc2NC(=O)c2ccc(OC(F)F)cc2)CC1 the results were BCR signal inh -1%, hERG WT inh -20, B2AR arrestin -0.2%, KCNH2 3.1 inh inconclusive, Eya2 inh -11%, USP2a block 0%, Giardia kill 2 and uPA surface inh inconclusive.
Cc1csc(NC(=O)c2ccc(Cl)cc2[N+](=O)[O-])n1 was read as PKM2 activator 0%, BCR signal inh 4%, hERG WT inh -4, GALK inh -1%, B2AR arrestin 0.0%, KCNH2 3.1 inh 10, Eya2 inh -1%, USP2a block -7%, Coupling enz 0, Giardia kill -25 and uPA surface inh -5%.

All compounds of this part, from the start:
For CCN1CCN(c2ccc(S(=O)(=O)N3CCCCC3)cc2NC(=O)c2ccc(OC(F)F)cc2)CC1 the results were BCR signal inh -1%, hERG WT inh -20, B2AR arrestin -0.2%, KCNH2 3.1 inh inconclusive, Eya2 inh -11%, USP2a block 0%, Giardia kill 2 and uPA surface inh inconclusive.
Cc1csc(NC(=O)c2ccc(Cl)cc2[N+](=O)[O-])n1 was read as PKM2 activator 0%, BCR signal inh 4%, hERG WT inh -4, GALK inh -1%, B2AR arrestin 0.0%, KCNH2 3.1 inh 10, Eya2 inh -1%, USP2a block -7%, Coupling enz 0, Giardia kill -25 and uPA surface inh -5%.
Cc1onc(-c2ccccc2Cl)c1C(=O)Nc1cccc(S(=O)(=O)N2CCOCC2)c1 was read as BCR signal inh inconclusive, hERG WT inh 6, B2AR arrestin -0.5%, KCNH2 3.1 inh -11, Eya2 inh -1%, USP2a block -1%, Giardia kill 32[activator] and uPA surface inh 17%.
O=C(NN1C(=O)C2C3C=CC(C3)C2C1=O)c1cccc(Cl)c1 (configuration not stated) was read as PKM2 activator -12%, BCR signal inh 0%, hERG WT inh -78*, B2AR arrestin -0.6%, KCNH2 3.1 inh -15, Eya2 inh 15%, USP2a block -4%, Coupling enz 5, Giardia kill -7 and uPA surface inh -1%.
CCOc1ccc(S(=O)(=O)/N=C(/Nc2ccc(S(N)(=O)=O)cc2)c2ccccc2)cc1 was read as BCR signal inh -5%, hERG WT inh -6, B2AR arrestin 0.5%, KCNH2 3.1 inh -8, Eya2 inh 11%, USP2a block 5%, Giardia kill 10 and uPA surface inh -4%.
Screening COc1ccc2[nH]c3c(c2c1)CCN1C(=O)C(CC(=O)NCCCn2ccnc2)C[C@H](C(=O)N2CCCCC2)[C@@]31CCc1ccccc1 (some centres not stated) returned BCR signal inh 3%, hERG WT inh -13, B2AR arrestin 0.3%, KCNH2 3.1 inh 8, Eya2 inh 4%, USP2a block -1%, Giardia kill 3 and uPA surface inh -15%.
CCC1CCc2c(sc3ncnc(N4CCOCC4)c23)C1 (configuration not stated) was read as PKM2 activator -6%, BCR signal inh -14%, hERG WT inh -14, GALK inh 1%, B2AR arrestin -0.6%, KCNH2 3.1 inh 26, Eya2 inh 4%, USP2a block -1%, Coupling enz 1, Giardia kill -3 and uPA surface inh -6%.
For CCOc1ccc(C(=O)OC2CCCN(C)C2)cc1 (configuration not stated) the results were PKM2 activator 0%[11.5 µM], BCR signal inh 0%, hERG WT inh 8, GALK inh -1%, B2AR arrestin -0.8%, KCNH2 3.1 inh -10, Eya2 inh 13%, USP2a block 0%, Coupling enz 1, Giardia kill -15 and uPA surface inh 2%.
C/C(=N/O)c1cc(C(C)(C)C)c(O)c(C(C)(C)C)c1 was read as PKM2 activator -1%, BCR signal inh inconclusive, hERG WT inh 7, GALK inh -4%, B2AR arrestin 0.0%, KCNH2 3.1 inh -21, Eya2 inh -13%, USP2a block 5%, Coupling enz 0, Giardia kill 4 and uPA surface inh 4%.
`COC(=O)c1ccc(NC(=O)CSc2nnc(C)n2CC2CCCO2)cc1` (configuration not stated) gave BCR signal inh 0%, hERG WT inh -9, GALK inh 1%, B2AR arrestin -0.6%, KCNH2 3.1 inh 5, Eya2 inh -12%, USP2a block 1%, Coupling enz -1, Giardia kill -12 and uPA surface inh 6%.
Screening CN(C)S(=O)(=O)CC12CCC(CC1=O)C2(C)C (configuration not stated) returned PKM2 activator -1%, BCR signal inh 3%, hERG WT inh -5, GALK inh 0%, B2AR arrestin -0.3%, KCNH2 3.1 inh -8, Eya2 inh -8%, USP2a block 0%, Coupling enz 2, Giardia kill -19 and uPA surface inh 2%.
Cn1c(SCc2nc3ccccc3c(=O)[nH]2)nc2ccccc21 was read as PKM2 activator -24%, BCR signal inh inconclusive, hERG WT inh -2, GALK inh -2%, B2AR arrestin 0.3%, KCNH2 3.1 inh 16, Eya2 inh 2%, USP2a block 6%, Coupling enz 0, Giardia kill 28 and uPA surface inh -2%.
`Cc1cc(C(=O)Nc2cccnc2Cl)on1` gave PKM2 activator -6%, BCR signal inh 1%, hERG WT inh -2, GALK inh 0%, B2AR arrestin -0.3%, KCNH2 3.1 inh 4, Eya2 inh 17%, USP2a block 2%, Coupling enz 4, Giardia kill 0 and uPA surface inh -1%.
`CC(C)C(NC(=O)C1CCC(C(C)(C)C)CC1)C(=O)NCCCN1CCCCC1` (configuration not stated) gave PKM2 activator -2%, BCR signal inh -7%, hERG WT inh -5, GALK inh -1%, B2AR arrestin -0.1%, KCNH2 3.1 inh 10, Eya2 inh -12%, USP2a block 3%, Coupling enz -2, Giardia kill -2 and uPA surface inh -3%.
For COC(=O)c1ccccc1NC(=O)CN1CCC(C)CC1 the results were PKM2 activator -2%, BCR signal inh -1%, hERG WT inh -3, GALK inh -1%, B2AR arrestin 0.3%, KCNH2 3.1 inh -17, Eya2 inh -4%, USP2a block -2%, Coupling enz 3, Giardia kill -24 and uPA surface inh 10%.
`CCc1nn(C(CC)C(=O)NCc2cccc(OC)c2)c(=O)c2cc3occc3n12` (configuration not stated) gave BCR signal inh 5%, hERG WT inh -4, GALK inh 0%, B2AR arrestin -0.9%, KCNH2 3.1 inh 11, Eya2 inh 4%, USP2a block 2%, Coupling enz 1, Giardia kill -3 and uPA surface inh 6%.
`C[C@@H]1C[C@H](O)c2cc(Cl)ccc2N1` gave PKM2 activator 0%, BCR signal inh -3%, hERG WT inh 0, GALK inh 0%, B2AR arrestin -0.1%, KCNH2 3.1 inh 13, Eya2 inh -20%, USP2a block 3%, Coupling enz -1, Giardia kill -1 and uPA surface inh 5%.
`Cn1c(=O)c2c(n3cnnc13)-c1ccccc1CC21CCCC1` gave PKM2 activator -8%, BCR signal inh 8%, hERG WT inh 7, GALK inh 0%, B2AR arrestin 0.3%, KCNH2 3.1 inh 0, Eya2 inh -19%, USP2a block -2%, Coupling enz -7, Giardia kill -21 and uPA surface inh -20%.
C=C(C)C1CC=C(C)/C(=N\NC(=S)Nc2ccc(C)cc2)C1 (configuration not stated) was read as PKM2 activator -6%, BCR signal inh 4%, GALK inh 1%, B2AR arrestin 3.2%, Eya2 inh -3%, USP2a block 0%, Coupling enz 1, Giardia kill -5 and uPA surface inh -5%.
For CCOc1ccc(OCC)c(NC(=O)c2[nH]c(C)c(C(C)=O)c2C)c1 the results were PKM2 activator 7%, BCR signal inh -1%, hERG WT inh 9, GALK inh -1%, B2AR arrestin -0.2%, KCNH2 3.1 inh inconclusive, Eya2 inh -15%, USP2a block 0%, Coupling enz -4, Giardia kill 1 and uPA surface inh 4%.
Screening COc1ccccc1CN1CCNC(=O)C1CC(=O)NCCCN1CCCC1=O (configuration not stated) returned PKM2 activator -1%, BCR signal inh 0%, hERG WT inh 4, GALK inh 10%, B2AR arrestin 0.3%, KCNH2 3.1 inh 1, Eya2 inh -3%, USP2a block 2%, Coupling enz -1, Giardia kill -9 and uPA surface inh 2%.
Screening O=C(CSc1ccccc1)NCCc1ccc(F)cc1 returned PKM2 activator 3%, BCR signal inh 2%, hERG WT inh 0, GALK inh -6%, B2AR arrestin -0.8%, KCNH2 3.1 inh -9, Eya2 inh 3%, USP2a block 1%, Coupling enz 0, Giardia kill -23 and uPA surface inh -5%.
COCCCNC(=O)c1c(N)n(-c2cccc(S(N)(=O)=O)c2)c2nc3ccccc3nc12 was read as PKM2 activator 9%, BCR signal inh inconclusive, hERG WT inh -17, GALK inh -1%, B2AR arrestin 0.4%, KCNH2 3.1 inh 6, Eya2 inh -6%, USP2a block -1%, Coupling enz -2, Giardia kill -18 and uPA surface inh -2%.
Screening O=C(Cn1cc2c(n1)CCCC2)Nc1cc(-c2cccc(Cl)c2)no1 returned PKM2 activator 6%, BCR signal inh inconclusive, hERG WT inh 1, GALK inh -4%, B2AR arrestin 3.6%, KCNH2 3.1 inh 11, Eya2 inh 2%, USP2a block 4%, Coupling enz 0, Giardia kill -9 and uPA surface inh 1%.
For Cc1cc(=O)n(CC(C)C)c(O)c1C#N the results were PKM2 activator -4%, BCR signal inh 16%, hERG WT inh -3, GALK inh -2%, B2AR arrestin -0.2%, KCNH2 3.1 inh -2, Eya2 inh -30%, USP2a block 5%, Coupling enz -33*, Giardia kill -3 and uPA surface inh 15%.
